hERG protect: hERG (human) protection from proarrhythmic block | AID 1511 | 310,000 tested, 0.51% active | Q12809 | CHO-hERG, FluxOR thallium flux, dofetilide IC70 present | activation (rescue from dofetilide block), less the hit threshold, % at 10 µM;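 active means activation above the mean of controls blocked by dofetilide plus 5 SD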;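 further: thallium influx through hERG after potassium depolarization seen as dye fluorescence rise; in these data hits start at about 4.7%; inactives centre near -7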
Target sequence (Q12809 whole entry, looked up): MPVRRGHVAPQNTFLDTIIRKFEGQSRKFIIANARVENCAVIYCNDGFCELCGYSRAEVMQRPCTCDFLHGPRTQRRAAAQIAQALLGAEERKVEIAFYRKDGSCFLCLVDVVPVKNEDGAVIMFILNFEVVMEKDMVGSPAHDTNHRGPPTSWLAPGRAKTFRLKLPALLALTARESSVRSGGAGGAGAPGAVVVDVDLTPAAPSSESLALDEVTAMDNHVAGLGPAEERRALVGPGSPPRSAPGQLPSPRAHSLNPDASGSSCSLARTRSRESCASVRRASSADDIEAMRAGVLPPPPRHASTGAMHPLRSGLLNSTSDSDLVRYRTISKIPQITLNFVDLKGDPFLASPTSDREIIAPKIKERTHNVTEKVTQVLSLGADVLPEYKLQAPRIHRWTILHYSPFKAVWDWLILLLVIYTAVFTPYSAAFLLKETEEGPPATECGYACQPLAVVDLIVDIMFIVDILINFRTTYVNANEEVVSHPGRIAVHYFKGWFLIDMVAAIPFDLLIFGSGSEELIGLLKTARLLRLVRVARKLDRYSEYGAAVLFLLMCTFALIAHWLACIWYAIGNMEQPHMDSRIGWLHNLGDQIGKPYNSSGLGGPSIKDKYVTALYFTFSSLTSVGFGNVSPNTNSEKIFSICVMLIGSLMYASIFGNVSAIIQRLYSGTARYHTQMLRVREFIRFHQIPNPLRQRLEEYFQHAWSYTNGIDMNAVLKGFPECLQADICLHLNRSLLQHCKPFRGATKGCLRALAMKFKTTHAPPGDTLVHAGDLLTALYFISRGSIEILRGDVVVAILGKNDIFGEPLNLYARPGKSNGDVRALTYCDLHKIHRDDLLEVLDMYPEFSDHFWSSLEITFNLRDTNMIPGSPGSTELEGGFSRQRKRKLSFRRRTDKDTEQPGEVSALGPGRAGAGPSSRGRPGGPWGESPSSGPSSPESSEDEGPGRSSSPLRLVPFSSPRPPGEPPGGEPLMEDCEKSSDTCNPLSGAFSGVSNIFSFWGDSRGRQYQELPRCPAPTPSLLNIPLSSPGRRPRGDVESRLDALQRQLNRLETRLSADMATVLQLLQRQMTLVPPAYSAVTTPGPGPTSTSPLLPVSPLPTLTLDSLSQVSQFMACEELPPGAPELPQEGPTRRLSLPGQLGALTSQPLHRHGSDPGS
DYRK1A inh: inhibitors of rat Dyrk1A kinase. AID 504441. inhibition, % at 12.5 µM. ADP-Glo luminescence, NFATc1 peptide. Q63470. 310,000 tested, 0.43% active; in the data active means inhibition above about 50%;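 further: plate controls were vehicle with enzyme for no effect and no enzyme for full effect; many of its hits are not listed in these tables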
HDAC3 inhib: blocks human histone deacetylase 3 | O15379 | recombinant HDAC3, fluorogenic peptide/trypsin coupled, fluorescence | inhibition, % at 8.3 µM | 320,000 tested, 0.15% active | AID 2718; in the data active means inhibition above about 26%, passing the limit was not always enough
KCNQ1 act: human KCNQ1 channel potentiation or activation | P51787 | CHO-K1 KCNQ1, thallium flux FluxOR fluorescence; stronger effect = higher value | B-score at 10 µM | 310,000 tested, 0.35% active | AID 2648;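 active means fluorescence ratio B-score, a plate-corrected score, at least three library SD, with initial intensity B-score within 5 SD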
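Schedule – 37 °C overnight plating, 90-min dark dye load, 20-min compound pretreatment · System – stable KCNQ1 CHO-K1 line · Probe or stimulus – thallium- and potassium-containing depolarizing buffer · Measured by – kinetic FluxOR fluorescence, 10 s baseline plus 110 s post-stimulus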
KCNK3 block: human KCNK3 channel inhibition, primary screen; O14649; CHO-KCNK3 thallium flux, FluxOR fluorescence; stronger effect = lower value; B-score at 10 µM; 340,000 tested, 0.84% active; AID 602410;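 active means B-score under library mean minus 4 SD, starting fluorescence ratio at most library mean plus 5 SD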;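 further: more negative B-score means stronger inhibition of thallium flux through KCNK3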
KCNQ1 inh: inhibitors of human KCNQ1 potassium channel. P51787. CHO-K1 KCNQ1, FluxOR thallium flux fluorescence; stronger effect = higher value. B-score at 10 µM. 310,000 tested, 1.3% active. AID 2642;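 active means compounds whose thallium flux B-score, printed positive for inhibition, exceeds three library SD while starting fluorescence stays within three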;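 further: channel opened by potassium depolarization with thallium stimulus after 20 min compound exposure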
PolyA inh: blocks polyadenylation in yeast reporter cells | S. cerevisiae SKY197-pL101 polyadenylation reporter, beta-gal luminescence; efflux-impaired pdr1/pdr3 knockout yeast; score 100 = 6 SD above DMSO | AID 1875 | calls only at 12 µM | 300,000 tested, 0.02% active;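 active means lowest replicate activity score at least 50, where 100 means six control SD above control mean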;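 further: yeast exposed to compound for 9 h at 30 °C; higher score means more reporter readthrough which indicates perturbed polyadenylation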
KCNK9 inh: blocks the human KCNK9 two-pore domain potassium channel; B-score at 10 µM; HEK293 KCNK9, FluxOR thallium flux fluorescence; stronger effect = lower value; 310,000 tested, 1.2% active;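 active means ratio B-score over 3 SD below the library mean, with starting fluorescence within 5 SD of its mean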;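 further: negative B-score means less thallium flux so channel inhibition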
GSK3A inh: inhibitors of human GSK-3 alpha kinase | inhibition, % at 10 µM | 320,000 tested, 0.1% active | AID 2650 | P49840 | ADP-Glo luminescence, 60 min;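 in the data active means inhibition above about 50%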;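 further: GST-tagged GSK-3 alpha with peptide substrate and 25 µM ATP; 0% = DMSO neutral wells and 100% = GW8510 positive control wells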
GSK3beta inhib: inhibitors of human GSK3beta kinase; P49841; GST-GSK3beta kinase, ADP-Glo luminescence, 60 min; stronger effect = lower value; activity score (negative = inhibition), % at 10 µM; 300,000 tested, 0.038% active; AID 2097;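 active means more than half of replicate wells score below -50%, meaning over 50% inhibition versus plate controls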;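 further: 0% = median DMSO wells and -100% = median GW8510 positive control wells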
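Test system – GST-tagged human GSK3beta kinase, cell-free · Incubation – 60 min enzyme reaction, room temperature · Signal – ADP-Glo luminescence · Also added – peptide substrate and ATP at 25 µM · Controls – DMSO neutral wells and GW8510 at 20 µM as positive · Buffer or medium – Tris/MgCl2 kinase buffer · Measure – Luminescence-derived activity versus plate DMSO and GW8510 wells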
RGS4 act: potentiators or activators of RGS4. HEK293 M3R/inducible RGS4, carbachol calcium flux Fluo4; stronger effect = lower value. B-score at 10 µM. 310,000 tested, 0.92% active. AID 463111;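 active means B-score of the integrated calcium signal more than 4 SD below the library mean, with starting fluorescence not abnormally high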;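 further: negative B-score means reduced calcium response which marks RGS4 activation or potentiation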
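Material: Inducible-RGS4 HEK293 cells carrying M3 receptor; also added: carbachol at ECmax as muscarinic agonist stimulus; incubation: compound preincubation 20 min at room temperature before agonist; signal: Fluo4-AM (2 µM) calcium-flux fluorescence, kinetic read; measure: integrated calcium ratio converted to B score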
Numbers without * were called inactive; i = inactive; . = no result given. These rows are one share of the data; rates above refer to the full screens.

Start of the data: the first 3 entries, ahead of the listing:
Molecule | hERG protect | DYRK1A inh | HDAC3 inhib | KCNQ1 act | KCNK3 block | KCNQ1 inh | PolyA inh | KCNK9 inh | GSK3A inh | GSK3beta inhib | RGS4 act
O=C(O)COc1ccccc1/C=C1\C(=O)Nc2ccc(Br)cc21 | -11 | -4 | 1 | i | i | i | i | i | -4 | 1 | i
CN(C)C(=S)Nc1ccc(Br)c(Cl)c1 | -9 | 12 | 0 | i | i | i | i | i | -4 | -22 | i
Cc1ccc(S(=O)(=O)N/N=C/c2ccc(OCC(=O)Nc3ccccc3Cl)cc2)cc1 | -7 | 4 | 11 | i | i | i | i | i | 0 | 2 | i

Main list, from the first entry:
Molecule | hERG protect | DYRK1A inh | HDAC3 inhib | KCNQ1 act | KCNK3 block | KCNQ1 inh | PolyA inh | KCNK9 inh | GSK3A inh | GSK3beta inhib | RGS4 act
O=C(O)COc1ccccc1/C=C1\C(=O)Nc2ccc(Br)cc21 | -11 | -4 | 1 | i | i | i | i | i | -4 | 1 | i
CN(C)C(=S)Nc1ccc(Br)c(Cl)c1 | -9 | 12 | 0 | i | i | i | i | i | -4 | -22 | i
Cc1ccc(S(=O)(=O)N/N=C/c2ccc(OCC(=O)Nc3ccccc3Cl)cc2)cc1 | -7 | 4 | 11 | i | i | i | i | i | 0 | 2 | i
c1cncc(-c2nc(NCCCN3CCOCC3)c3c4c(sc3n2)CCC4)c1 | -21 | -2 | -17 | i | i | i | i | i | 3 | 2 | i
N=C1/C(=C/c2ccco2)C(=O)N=C2SC(CC(=O)N3CCCC3)=NN12 | -4 | 7 | 3 | i | i | i | i | i | 0 | 9 | i
Cn1cccc1CNC1CCCC1 | -10 | 3 | 17 | i | i | i | i | i | -3 | -5 | i
O=C(O)CCC(=O)Nc1ccccc1C(=O)NCCc1ccccc1 | -8 | -1 | 6 | i | i | i | . | i | -2 | -1 | i
CCn1c(O)c(C=NC2CCCC(C)C2C)sc1=S (stereo unspecified) | -13 | 2 | 9 | i | i | i | i | i | -1 | -2 | i
COc1cccc2c1cc1c(=O)n(CC(=O)NCCCN3CCN(C)CC3)nc(C)n12 | -6 | -5 | -2 | i | i | i | i | i | 1 | -10 | i
Cc1cc(C)cc(NC(=O)C(OC(=O)c2sccc2C)c2ccccc2)c1 (stereo unspecified) | -4 | -1 | 2 | i | i | i | i | i | -4 | -4 | i
Cc1ccc2cc3c(N)c(C(=O)N4CCOCC4)sc3nc2c1 | -6 | 5 | 3 | i | i | i | i | i | 1 | -1 | i
CCN1CCN(CCCOc2ccc(-c3ccccc3)cc2)CC1 | -16 | . | -4 | i | . | i | i | i | 1 | 2 | i
Nc1cc(N)nc(SCC(=O)Nc2cc(S(=O)(=O)N3CCOCC3)ccc2Cl)n1 | -7 | 4 | . | i | i | i | i | i | -1 | 1 | i
O=S(=O)(c1cnccc1N1CCN(/N=C/c2ccc(Cl)cc2)CC1)N1CCCCC1 | -8 | 4 | 8 | i | i | i | i | i | -2 | -2 | i
C#CCOCCOCCOCCNc1nc(N2CCN(C(=O)[C@H]([C@@H](C)CC)n3cc([C@@H](N)CC(C)C)nn3)CC2)nc(N2CCN(C(=O)[C@H]([C@@H](C)CC)n3cc([C@@H](N)CC(C)C)nn3)CC2)n1 | -7 | 6 | -14 | i | i | i | i | i | 7 | -5 | i
COc1cc(C(=O)Nc2nnc(CC(=O)NCc3ccccc3)s2)cc(OC)c1OC | -3 | -2 | -2 | i | i | i | i | i | 0 | 0 | i
Cc1ccc(C(=O)CC2(O)C(=O)N(CCc3ccccc3)c3ccc(Br)cc32)o1 (stereo unspecified) | -13 | -1 | 10 | i | i | i | i | i | -2 | 2 | i
CCCOc1ccc(-c2c(C(=O)N/N=C(\C)COc3ccccc3)nnn2-c2nonc2N)cc1 | -3 | 0 | 6 | i | i | i | i | i | 0 | -4 | i
CC1(C(=O)O)CCC(C(=O)NC2CCCCC2)C1(C)C (stereo unspecified) | 1 | 1 | 2 | i | i | i | i | -7.6* | -2 | 0 | i
Cc1ccc(C)c2sc(NC(=O)C3CC3)nc12 | -6 | 4 | 3 | i | i | i | i | i | -2 | -2 | i
O=C1C=C(N2CCOCC2)CO1 | -9 | -2 | 6 | i | i | i | i | i | -3 | 0 | i
COC(=O)CCN1CCN(S(=O)(=O)c2ccccc2Br)CC1 | -2 | . | 0 | i | i | i | i | i | -4 | 2 | i
Cc1nn2c(Nc3ccccc3)c3c(nc2c1-c1ccccc1)CCC3 | -5 | -2 | 4 | i | i | i | i | i | -2 | 2 | i
CCC1CCC/C1=N\NC(=O)c1ccc(Cl)cc1 (stereo unspecified) | -7 | 0 | 0 | i | i | i | i | i | 0 | 2 | i
O=C(COC(=O)CNC(=O)c1sc2ccccc2c1Cl)NC1CCS(=O)(=O)C1 (stereo unspecified) | -5 | 23 | 6 | i | i | i | i | i | -2 | 0 | i
Cc1ccc(S(=O)(=O)N2CCOCC2)cc1NC(=O)c1cc(-c2ccccn2)nc2ccccc12 | -9 | 5 | -1 | i | i | i | i | i | 0 | -2 | i
C=CCn1c(=O)[nH]c2cc(C(=O)N3CCN(c4ccc(C(C)=O)cc4)CC3)ccc2c1=O | -5 | -6 | -6 | i | i | i | i | i | -1 | 1 | i
COc1ccc(NC(=O)C23CC4CC(C2)CC(n2cnc(Br)n2)(C4)C3)cc1Cl | -6 | 7 | 6 | i | i | i | i | i | -3 | 2 | i
CCN1C(=O)[C@@H]2Cc3c([nH]c4ccccc34)C(c3ccc(OC)cc3)N2C1=S (stereo partly specified) | -14 | -1 | 1 | i | i | i | i | i | -1 | -2 | i
CCOC(=O)N1CCc2c(sc3c2c(=O)n(Cc2ccccc2)c(=O)n3Cc2cccc(C)c2)C1 | -6 | -11 | 2 | i | i | i | i | i | -1 | -1 | i

Some values from the list:
hERG protect with Cn1cccc1CNC1CCCC1 → -10
DYRK1A inh with CCOC(=O)N1CCc2c(sc3c2c(=O)n(Cc2ccccc2)c(=O)n3Cc2cccc(C)c2)C1 → -11

Next results follow:
Molecule | hERG protect | DYRK1A inh | HDAC3 inhib | KCNQ1 act | KCNK3 block | KCNQ1 inh | PolyA inh | KCNK9 inh | GSK3A inh | GSK3beta inhib | RGS4 act
CCc1ccccc1NC(=O)c1cc(-c2cccs2)on1 | -6 | -5 | 2 | i | i | i | i | i | -2 | 2 | i
COC(=O)CSc1snnc1-c1ccc(F)cc1 | -8 | 19 | 6 | i | i | i | i | i | 0 | 1 | i
Cc1ccc(Nc2nc(N/N=C\c3ccc4c(c3)OCO4)nc(N3CCOCC3)n2)cc1 | -30 | 1 | 7 | i | i | i | i | i | -1 | 3 | i
Nc1nc(-c2ccc(Cl)cc2)nn1C(=O)c1ccco1 | -6 | 2 | 5 | i | i | i | i | i | -7 | 2 | i
O=C(NCc1ccncc1)/C(=C\c1ccc(F)cc1)NC(=O)c1ccccc1 | -1 | -2 | 7 | i | i | i | i | i | 3 | 1 | i
CC(OC(=O)C1CCCC1)C(=O)Nc1ccc(C(N)=O)cc1 (stereo unspecified) | -3 | 7 | 2 | i | i | i | i | i | 0 | . | i
COc1ccc(CNS(=O)(=O)c2ccc(-c3cnc(C4CC4)o3)cc2)cc1 | 1 | -2 | 0 | i | i | i | i | i | -2 | 1 | i
COc1cc(/C=N/Nc2ccc(F)cc2F)cc(OC)c1O | -11 | -2 | 0 | i | i | i | i | i | 5 | 3 | i
Cc1nn(C)c(C)c1CN(C(=O)C1CCC(=O)N(C2CCCCCC2)C1)C(C)C (stereo unspecified) | -6 | -4 | -3 | i | i | i | i | i | -2 | -1 | i
CC(=O)NCCn1c(SCc2cccc([N+](=O)[O-])c2)nc2ccccc2c1=O | -18 | . | -1 | i | i | i | i | i | -1 | 4 | i
O=C(NCCNCc1ccc(F)cc1)c1ccco1 | -4 | -4 | -4 | i | i | i | i | i | -1 | 2 | i
COC(=O)/C(C#N)=C/c1occc1C | -11 | 7 | 4 | i | i | i | i | i | -1 | 2 | i
CC(=O)c1cc(C)ccc1OC(=O)c1cccnc1 | -3 | 15 | 5 | i | i | i | i | i | 3 | -2 | i
CC(C)n1c(C(F)(F)F)nc2cc(C(=O)N3CCC(O)CC3)ccc21 | -4 | 1 | -4 | i | i | i | i | i | -1 | -1 | i
CCCn1c(C(O)c2ccc(OC)c(OC)c2)nc2ccccc21 (stereo unspecified) | -10 | . | -1 | i | i | i | i | i | -2 | 0 | i
CCCCNC(=O)COc1ccccc1C(=O)c1cc(C#N)c(=O)n(CCOC)c1 | -6 | -1 | 8 | i | i | i | i | i | -3 | -1 | i
O=C(Cn1nc(C(F)(F)F)c2c1CCC2)NCc1ccc(Cl)cc1 | -7 | 2 | 12 | i | i | i | i | i | -1 | 1 | i
CCOc1ccc(NC(=O)c2cc3c(=O)n(C)c4ccccc4c3n2C)cc1 | -9 | 8 | 0 | i | i | i | i | i | . | -2 | i
CCCCNC(=O)c1cc2ccccc2s1 | -6 | 14 | 0 | i | i | i | i | i | -2 | -3 | i
O=C1C(=O)N(CCCn2ccnc2)C(c2cccc(Br)c2)/C1=C(\O)c1ccc2c(c1)OCCO2 (stereo unspecified) | -6 | -3 | 2 | i | i | i | i | i | -2 | 4 | i
O=C(CCN1CCN(c2ccccc2F)CC1)Nc1ccc2c(c1)OCO2 | -4 | 2 | 4 | i | i | i | i | i | 0 | -2 | i
COc1cccc(-c2nc(CS(=O)(=O)CC(=O)Nc3ccc(C(C)=O)cc3)c(C)o2)c1 | -5 | -2 | 2 | i | i | i | i | i | -2 | 7 | i
O=C(NC1CCN(C(=O)Nc2ccccc2Cl)CC1)c1ccco1 | -5 | -4 | -2 | i | i | i | i | i | -3 | 0 | i
O=C(Cc1ccc(-n2cccc2)cc1)NC1CCCCCC1 | -13 | 0 | 0 | i | i | i | i | i | -2 | -8 | i
